Screening data (PubChem)
MPTP block: inhibitors of mitochondrial permeability transition pore. isolated mouse mitochondria, Ca2+ swelling absorbance, 30 min. inhibition, % at 10 µM. hit rate 1.4% among 360,000. AID 602449;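 active means inhibition of 50% or more, scaled per plate between neutral and stimulator controls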;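 further: 0% = DMSO wells given calcium and 100% = 1 mM EGTA wells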
The depositor's hits bear a star. This is a subset. The share of hits here may be higher or lower than overall.

SMILES	MPTP block
COc1cccc(C(O)c2ncc(-c3cccc(C(F)(F)F)c3)[nH]2)c1 (configuration not stated)	1.2
CCOC(=O)C1(C)CCCN(C(=O)c2c(F)ccc(C)c2F)C1 (configuration not stated)	-0.8
C(=C\c1ccccc1)/CN1CCN(C(CCc2ccccc2)c2nnnn2C2CCCC2)CC1 (configuration not stated)	2.8
CC1=C(C#N)C(=O)NC1(C)O (configuration not stated)	0.1
COc1ccc(NS(=O)(=O)c2ccc(C)c(C(=O)NCCCn3ccnc3)c2)cc1	0.8
CC(C)(C)n1nnnc1C(c1ccccc1OC(F)(F)F)N1CCN(C/C=C/c2ccccc2)CC1 (configuration not stated)	2.6
Cc1ccc(NC(=O)C2(C)CCCN(C(C)C)C2)cc1C (configuration not stated)	0.4
O=C(NCc1ccc(F)cc1)c1cc(C2CCCN(S(=O)(=O)c3ccccc3)C2)on1 (configuration not stated)	0.4
C[C@H](CO)N1C[C@H](C)[C@@H](CN(C)S(=O)(=O)c2ccc3ccccc3c2)OCc2cnnn2CCCC1=O	0.2
CCN(c1ccc(OC)cc1)S(=O)(=O)N1CCCC(C(=O)NCc2ccc(OC(C)C)cc2)C1 (configuration not stated)	-1.2
O=C(NCC(O)c1nc2ccccc2[nH]1)c1cc2ccccc2[nH]1 (configuration not stated)	-1.4
O=C(Nc1nnc([C@H]2C[C@H](O)[C@@H](CO)O2)s1)c1cccc(Oc2ccccc2)c1	0.6
CCNC(=O)C1(C)CCN(C(=O)c2ccc(C(F)(F)F)cc2)C1 (configuration not stated)	0.2
CCOC(=O)N(C)c1c(CC)nc2c(OCc3ccc(S(C)(=O)=O)cc3)cccn12	0.1
COc1cccc(Cn2cnc(-c3ccccc3OC)c2C2CC2)c1	0.8
Cc1ccc(S(=O)(=O)N2CC3=C(C2)C2CC2(C)C3)cc1 (configuration not stated)	0.2
CCCCNC(=O)C1(C)CCCCN1Cc1ccc2ccccc2c1 (configuration not stated)	-0.9
O=C(Nc1cccc(OC(F)(F)F)c1)c1cccc2c(-c3cccnc3)coc12	1.2
CCOC(=O)C1(C)CCN1C(=O)/C=C/c1ccccc1 (configuration not stated)	0.4
COc1cc(/C=C2/SC(=S)N(CCC(=O)Nc3cccnc3)C2=O)cc(OC)c1OC	1.1
O=C1NC2C3CC(c4ccccc43)C12 (configuration not stated)	-0.6
COc1ccc(-c2oc3c(c2-c2cnc(OC)nc2)C(O)CC3)cc1 (configuration not stated)	-0.5
C[C@@H]1CN([C@@H](C)CO)C(=O)CCCn2nncc2CO[C@@H]1CN(C)S(=O)(=O)c1cccc(C#N)c1	0.3
O=C(NC1CCCCC1)C(CCc1ccccc1)N1CCOCC1 (configuration not stated)	0.5
Cc1ccc(-c2nc3ccc(C)cn3c2Cc2cccc(Cl)c2)cc1	0.8
Nc1ncnc2c1ncn2[C@@H]1O[C@H](C(=O)NCC(F)(F)F)[C@@H](O)[C@H]1O	-2.7
CC1(C(=O)NCCCN2CCCC2=O)CCN1CCc1ccccc1 (configuration not stated)	-0.7
Nc1[nH]c(C(=O)c2ccccc2)c(-c2ccc(C(F)(F)F)cc2)c1C(=O)NCc1ccc(Cl)cc1Cl	1.4
O=C(NCc1cccnc1)c1cc(C2CCCCN2C(=O)c2ccc3ccccc3c2)on1 (configuration not stated)	0.8
CC(=O)c1ccc(OCc2nnn(CC(=O)NS(=O)(=O)c3ccc(C)cc3)c2-c2ccccc2)cc1	-0.4
Cc1c(C(=O)NCc2ccc3c(c2)OCO3)sc(=O)n1Cc1ccc(-c2ccccc2)cc1	0.1
O=C(N[C@H]1CC[C@H](CCNS(=O)(=O)c2ccc(Cl)cc2)O[C@@H]1CO)c1cccc(F)c1	-1.6
Cc1ccc(NC(=O)COC(=O)CCc2c[nH]c3ccccc23)cc1	-1.1
COCCNC(=O)C1(C)CCN(C(=O)c2cc(C)nn2C(C)(C)C)C1 (configuration not stated)	-0.6
CC(c1nc2ccccc2c(=O)[nH]1)N1CCN(S(=O)(=O)c2ccc(F)c(Cl)c2)CC1 (configuration not stated)	-0.2
COc1cccc(CNC(=O)[C@@H]2CCCN2C(=O)[C@H]2CCCCN2C(=O)c2ccccc2)c1	0.9
CC1(Oc2ccccc2)CCN(Cc2ccc(-c3ccccn3)cc2)C1 (configuration not stated)	-0.1
CCC(=O)N1CCC1(C)C(=O)Nc1cccc2cccnc12 (configuration not stated)	0.1
O=C(OCc1cn([C@H]2C[C@H](c3ccc(Cl)cc3)N(CC3CCCCC3)C[C@@H]2O)nn1)c1ccccc1	-1.3
Nc1[nH]c(C(=O)c2ccccc2)c(-c2ccc(Cl)c(F)c2)c1C(=O)NCCc1c[nH]c2ccccc12	0.9
COc1ccccc1C#Cc1cnc2c(c1)C(=O)N([C@H](C)CO)C[C@@H](C)[C@@H](CN(C)C(=O)c1ccc3c(c1)OCO3)O2	0.2
COc1cc(CNc2ncnc3c2ncn3[C@H]2CN(CCN3CCOCC3)C[C@@H](CO)O2)cc(OC)c1OC	-0.6
CCc1nc2c(OCC3COc4ccccc4O3)cccn2c1N(C)C(=O)c1ccc(OC)cc1 (configuration not stated)	-1.0
COc1ccc(NC(=O)CN2c3cccc4cccc(c34)S2(=O)=O)cc1OC	48.0
CCCCNc1c(-c2ccc(SC(C)CC)cc2)nc2ccc(Cl)cn12 (configuration not stated)	3.5
NCC1C2CCC(O2)C1CO (configuration not stated)	-1.2
OCCN1CCN(c2ncnc3c2ncn3[C@H]2CN(Cc3ccc(-c4ccccc4)cc3)C[C@@H](CO)O2)CC1	-0.3
C=CCOc1ccc(C2NC(=O)c3ccccc3O2)cc1OC (configuration not stated)	0.1
COc1cc(C(O)c2nc(-c3cncnc3)cs2)ccc1F (configuration not stated)	-0.4
O=C(O)C(CCc1ccccc1)N1CCOCC1 (configuration not stated)	0.4
Cc1ccc2nc(-c3ccc(F)cc3)c(Cc3cccc(Cl)c3)n2c1	0.4
COc1cccc(NC(=O)C(=O)NCC2CCCN2S(=O)(=O)c2cccs2)c1 (configuration not stated)	0.2
Nc1ncnc2c1ncn2[C@@H]1O[C@H](C(=O)N2CCN(c3ccc(Cl)cn3)CC2)[C@@H](O)[C@H]1O	-1.1
Cc1ccc(N(Cc2ccccc2)C(=O)CSC(C)C(=O)Nc2cc(C)on2)cc1 (configuration not stated)	0.1
CSC12CCCN(CCC(C(C)(C)C)C1)C2=O (configuration not stated)	-0.1
CCOC(=O)[C@H]1[C@H]2COc3ccc(Br)cc3[C@H]2N2C(=O)CN(Cc3ccc(Cl)cc3)C(=O)[C@@]12C	-1.6
CCOC(=O)N1CCN(C(C(=O)NC2CCCC2)c2cccc(OC)c2OC)CC1 (configuration not stated)	2.5
CCCc1cc(CCC)n2nc(N)nc2n1	-0.3
Nc1ncnc2c1ccn2[C@H]1CN(Cc2ccc(Cl)cc2)C[C@@H](CO)O1	0.3
Cc1cc2c(cc1C)-n1nnnc1C(N(C)Cc1ccccc1)C(=O)N2 (configuration not stated)	0.8

Of the compounds above, these contain a Cl atom.
SMILES	MPTP block
Cc1ccc(-c2nc3ccc(C)cn3c2Cc2cccc(Cl)c2)cc1	0.8
Nc1[nH]c(C(=O)c2ccccc2)c(-c2ccc(C(F)(F)F)cc2)c1C(=O)NCc1ccc(Cl)cc1Cl	1.4
O=C(N[C@H]1CC[C@H](CCNS(=O)(=O)c2ccc(Cl)cc2)O[C@@H]1CO)c1cccc(F)c1	-1.6
CC(c1nc2ccccc2c(=O)[nH]1)N1CCN(S(=O)(=O)c2ccc(F)c(Cl)c2)CC1 (configuration not stated)	-0.2
O=C(OCc1cn([C@H]2C[C@H](c3ccc(Cl)cc3)N(CC3CCCCC3)C[C@@H]2O)nn1)c1ccccc1	-1.3
Nc1[nH]c(C(=O)c2ccccc2)c(-c2ccc(Cl)c(F)c2)c1C(=O)NCCc1c[nH]c2ccccc12	0.9
CCCCNc1c(-c2ccc(SC(C)CC)cc2)nc2ccc(Cl)cn12 (configuration not stated)	3.5
Cc1ccc2nc(-c3ccc(F)cc3)c(Cc3cccc(Cl)c3)n2c1	0.4
Nc1ncnc2c1ncn2[C@@H]1O[C@H](C(=O)N2CCN(c3ccc(Cl)cn3)CC2)[C@@H](O)[C@H]1O	-1.1
CCOC(=O)[C@H]1[C@H]2COc3ccc(Br)cc3[C@H]2N2C(=O)CN(Cc3ccc(Cl)cc3)C(=O)[C@@]12C	-1.6
Nc1ncnc2c1ccn2[C@H]1CN(Cc2ccc(Cl)cc2)C[C@@H](CO)O1	0.3

More records follow:
SMILES	MPTP block
COc1cc(OC)cc(-c2c(Sc3ccccc3)c3cc(-c4ccc(SC)cc4)ccc3n2C)c1	1.4
CCOC(=O)C(C#N)=C1CCC=C(C)C1	-0.9
CCCNC(=O)C1(C)CCN(C(=O)c2cccc(C#N)c2)C1 (configuration not stated)	-2.3
CC(C)C[C@@H]1CN(CCCC[C@H]2CNC(=O)C(=O)N2CCC2CCCCC2)C(=O)C(=O)N1Cc1ccccc1	-4.4
CC1(C)CC2(C)CC(=O)C1C(C(=O)O)C2C(=O)O (configuration not stated)	-0.6
CC1(C(=O)NS(=O)(=O)c2cccc(Cl)c2)CCN1C(=O)Cc1ccc(-c2ccccc2)cc1 (configuration not stated)	2.7
O=C1NN(CCO)C(=S)Nc2ccccc21	0.2
CCOC(=O)[C@]12CCCC=C1N(Cc1cccc3ccccc13)C(=O)[C@H](CC(=O)N1CCC(c3ccccc3)CC1)C2	-0.5
O=C1c2ccccc2C2N1CCCN2C(=O)c1sc2ccccc2c1Cl (configuration not stated)	3.1
CCCCNC(=O)c1nc(C2CCN(S(=O)(=O)c3ccc(F)c(F)c3)CC2)oc1-c1cccc(C(F)(F)F)c1	0.3
COc1ccc(C(NC(=O)C2CCN(CCCOc3ccccc3)CC2)c2cccs2)cc1 (configuration not stated)	1.8
COc1ccc(CN2C(=O)C(CC(=O)NCc3ccco3)CC(C(=O)N(C)C)=C2C)cc1 (configuration not stated)	-1.3
O=C(C[C@H]1CC[C@@H](NC(=O)c2ccncc2)[C@@H](CO)O1)NCC1CC1	-0.7
CCCCCC(=O)N1C[C@H](n2cc(-c3ccc(F)cc3)nn2)[C@@H](O)C[C@@H]1c1ccc(Cl)cc1	1.4
CCN(CC(=O)Nc1ccc(NC(C)=O)cc1)C(=O)C1(c2ccc(Cl)cc2)CCC1	0.4
CC1Cc2[nH]c(=S)[nH]c(=O)c2C(C(C)C)O1 (configuration not stated)	0.9
C[C@H](CO)N1C[C@H](C)[C@@H](CN(C)Cc2ccc(Oc3ccccc3)cc2)Oc2cc(Br)ccc2S1(=O)=O	-0.7
COc1ccc(C(=O)N2CCOC2CNC(=O)C(=O)NCc2ccc(C)cc2)cc1 (configuration not stated)	0.2
COc1ccccc1Cc1c(-c2cccc(Cl)c2)nc2ccc(Br)cn12	0.9
Nc1[nH]c(C(=O)c2ccccc2)c(-c2ccc(Cl)cc2)c1C(=O)NCc1ccco1	0.5
COc1ccc([C@H]2C[C@@H](O)[C@H](n3cc(C4CC4)nn3)CN2CC2CCCCC2)cc1	1.7
Cc1nc(C(F)(F)F)ccc1C(=O)N1CCC1(C)C(=O)NS(=O)(=O)c1cccc(F)c1 (configuration not stated)	14.7
Cc1ccn2c(Cc3ccccc3)c(-c3ccccc3)nc2c1	0.1
O=C(NCc1ccc(F)cc1)c1cc(C2CCCN(C(=O)c3ccccn3)C2)on1 (configuration not stated)	1.3
Cc1noc(C)c1C(=O)N1CCC1(C)C(=O)NS(=O)(=O)c1ccc(Br)cc1 (configuration not stated)	-0.2
Cn1cc(-c2csc(C(C)(O)c3cccc(F)c3)n2)cn1 (configuration not stated)	0.1
C[C@@H]1CN([C@@H](C)CO)C(=O)CCCn2nncc2CO[C@H]1CN(C)Cc1cccc(C(F)(F)F)c1	-1.5
C[C@@H](c1ccccc1)N1C[C@H](COCc2ccccc2)Oc2cc(N3CC[C@@H](O)C3)ccc2S1(=O)=O	0.8
Cc1ccc(F)cc1NC(=O)COC(=O)C1CC2CCCC(C1)C2=O (configuration not stated)	-0.4
O=C1Cc2cccc(=O)c(O)c2C(=O)O1	-1.4
Cc1ccc(S(=O)(=O)N2C(c3cccc(Cl)c3)CC=C(C(=O)O)C2c2cccc(Cl)c2)cc1 (configuration not stated)	3.9
Cc1nnc(NCC=Cc2ccccc2)s1	0.8
COc1cccc(C(C)(O)c2nc(-c3ccc(OC)nc3)cs2)c1 (configuration not stated)	0.6
COC(=O)C[C@@H]1OC[C@H](CO)N1S(=O)(=O)c1ccc(C)cc1	1.0
CC1(C(=O)Nc2ccc3c(c2)OCCO3)CSCC(=O)N1C1CC1 (configuration not stated)	-2.7
C[C@@H]1CN([C@H](C)CO)C(=O)CCCn2nncc2CO[C@H]1CN(C)S(=O)(=O)c1ccc(F)cc1	-0.7

Ordered by formula weight (highest first): 3 of the compounds above.
SMILES	MPTP block
C[C@@H](c1ccccc1)N1C[C@H](COCc2ccccc2)Oc2cc(N3CC[C@@H](O)C3)ccc2S1(=O)=O	0.8
C[C@@H]1CN([C@@H](C)CO)C(=O)CCCn2nncc2CO[C@H]1CN(C)Cc1cccc(C(F)(F)F)c1	-1.5
Cc1ccc(F)cc1NC(=O)COC(=O)C1CC2CCCC(C1)C2=O (configuration not stated)	-0.4

More entries:
SMILES	MPTP block
O=C(Nc1ccccc1)c1cc(C2COCCN2C(=O)CCCc2ccccc2)on1 (configuration not stated)	0.0
C/C=C/c1cccc(-c2nc(C(=O)N3CCOCC3)cc3c2[C@H](CCO)N(C(=O)NC(C)C)C3)c1	-1.0
CCCNC(=O)c1cc(C2CCCCN2C(=O)c2cc(F)ccc2C)on1 (configuration not stated)	0.1
C[C@H](CO)N1C[C@H](C)[C@@H](CN(C)S(=O)(=O)c2ccc(C#N)cc2)OCc2cn(nn2)CCCC1=O	-0.3
O=C(OCc1cn([C@H]2C[C@H](c3ccc(Cl)cc3)N(Cc3cccs3)C[C@@H]2O)nn1)c1ccccc1	0.1
CC(=O)N1CCN(C(C(=O)Nc2c(C)cccc2C)c2cccc(F)c2)CC1 (configuration not stated)	1.4
CNc1ccc(-c2cc(OC)ccc2OC)cn1	-1.5
